# Assay outcomes (PubChem)
# PfG6PD inh = PfG6PD enzyme inhibitors, primary screen, biochemical, fluorescence intensity, uHTS; glucose-6-phosphate dehydrogenase-6-phosphogluconolactonase (Plasmodium falciparum 3D7); PfGluPho enzyme, NADPH resazurin-diaphorase fluorescence; inhibition, % at 20 µM; hit rate 0.78% among 350,000;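 active = inhibition reaching at least a set limit at 20 µM in the primary screen, cut at about 59% in these data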;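 also: 0% = DMSO wells with substrate and 100% = DMSO wells lacking glucose-6-phosphate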
# SENP8 inh = human SENP8 protease inhibitors, primary screen, biochemical, fluorescence, Nedd8 protein substrate, uHTS | inhibition, % at 20 µM | recombinant SENP8 | Sentrin-specific protease 8 (Homo sapiens), Q96LD8 | hit rate 0.64% among 360,000; in the data active = inhibition mostly above about 40%, no sharp cut-off; inactive = mostly below about 27%
# Target sequence (Q96LD8 whole entry, looked up): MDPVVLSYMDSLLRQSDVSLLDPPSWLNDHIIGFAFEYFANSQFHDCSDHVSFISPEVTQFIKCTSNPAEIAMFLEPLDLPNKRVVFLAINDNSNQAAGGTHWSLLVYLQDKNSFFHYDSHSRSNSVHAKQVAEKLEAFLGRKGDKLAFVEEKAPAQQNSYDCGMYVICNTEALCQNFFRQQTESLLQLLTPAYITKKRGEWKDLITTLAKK
# SENP1 inh = human SENP1 catalytic domain inhibitors, primary screen, biochemical, FRET, uHTS. Sentrin-specific protease 1 (Homo sapiens), Q9P0U3. hit rate 0.21% among 360,000. recombinant SENP1 catalytic domain, CyPet-SUMO1-YPet FRET cleavage. AID 624204, 2012. inhibition, % at 10 µM;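 active = inhibition at least 30% at 10 µM, raw YFP signal under a set limit, fluorescence ratio 0.5 to 1.5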;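 also: 0% = enzyme with DMSO and 100% = no enzyme wells; some results filed as inactive read as strong as hits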
# Target sequence (Q9P0U3 419-644 limits assumed): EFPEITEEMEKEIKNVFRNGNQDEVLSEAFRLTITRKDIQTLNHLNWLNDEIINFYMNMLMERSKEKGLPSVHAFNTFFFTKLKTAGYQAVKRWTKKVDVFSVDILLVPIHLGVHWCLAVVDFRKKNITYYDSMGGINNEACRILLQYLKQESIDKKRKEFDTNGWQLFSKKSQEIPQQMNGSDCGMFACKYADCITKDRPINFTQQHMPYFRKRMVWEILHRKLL
#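 Test system: recombinant human SENP1 catalytic domain, His6-tagged / Medium: pH 8 Tris buffer with EDTA, NaCl, BME, BSA, NP40, catalase / Also added: SUMO1 FRET substrate flanked by Cypet and Ypet, 25 nM / Times: 50 min reaction at room temperature / Signal: FRET, CFP and YFP emission / Control set: no-enzyme low control and enzyme-plus-DMSO high control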
# An asterisk follows results filed as active. Only part of the results is shown; count on the stated rates, not on these rows.
# Each structure is followed by: PfG6PD inh | SENP8 inh | SENP1 inh
> C=CCNC(=O)CN1C(=O)CSc2ccc(S(=O)(=O)N3CCOCC3)cc21
    9.2 | 12.1 | 0.3
> CCOc1cc(/C=C/C(=O)OCC(=O)N(CC)C2CCS(=O)(=O)C2)cc(Cl)c1OC (stereo not drawn)
    -7.4 | -27.0 | 0.1
> O=C(O)C(=Cc1ccncc1)c1cccc2ccccc12
    -12.3 | -10.4 | -1.0
> C[C@H](CO)N1C[C@H](C)[C@@H](CN(C)S(=O)(=O)c2cn(C)cn2)OCc2cnnn2CCCC1=O
    0.3 | 12.5 | -0.9
> N#CC(=C1C=C(Br)C(=NO)C=C1Cl)c1ccc(Cl)cc1
    18.1 | -24.3 | 4.1
> O=C(COC(=O)c1cnc(Cl)c(Cl)c1)NC1CCCC1
    -8.2 | 5.1 | 1.1
> CN(C)C(CNC(=O)C1CC(=O)N(c2cccc(C(F)(F)F)c2)C1)c1ccccc1 (stereo not drawn)
    -16.1 | -3.2 | -0.1
> C#CCN(C[C@@H]1[C@@H](OC(=O)NC2CC2)[C@@H](OC(=O)NC2CC2)Cn2c(=O)n(CCCCCC)c(=O)n21)S(=O)(=O)c1ccc(C)cc1
    31.5 | -1.1 | 1.6
> Cc1ccc2c(=O)n3c(nc2c1)C(Cc1ccc(O)cc1)NC(=O)c1cc2ccccc2cc1-3 (stereo not drawn)
    0.1 | 0.6 | -1.3
> C[C@H]1CN([C@@H](C)CO)C(=O)CCCn2nncc2CO[C@H]1CN(C)S(=O)(=O)c1ccc(-n2cccn2)cc1
    2.9 | 13.3 | 1.2
> Cc1cc(CNC[C@H]2O[C@@H](n3ccc(N)nc3=O)[C@H](O)[C@@H]2O)no1
    1.9 | 16.3 | 0.2
> CC1=C(C(=O)N2CCOCC2)CC(CC(=O)NC2CCCC2)C(=O)N1CCCN1CCCC1=O (stereo not drawn)
    -9.8 | 14.0 | -1.0
> O=S(=O)(c1ccc(F)c(F)c1)N1CCCCCCC1
    -8.8 | 8.3 | 1.1
> CCCCCC(=O)N1C[C@H](n2cc(-c3ccc(F)cc3)nn2)[C@@H](O)C[C@@H]1c1ccc(Cl)cc1
    38.4 | 8.7 | -1.2
> O=S(=O)(Cc1nnnn1-c1ccc(Br)cc1)c1ccccc1
    2.3 | 17.0 | 2.8
> C[C@H](NC(=O)c1ncn2c1C(=O)NC[C@H]2C)c1ccccc1
    7.0 | 11.5 | 2.7
> Cc1ccc(NC(=O)c2nc[nH]c2C(=O)Nc2ccccc2F)cc1
    -9.4 | -248.0 | 0.1
> CCc1ccccc1NC(=O)CCC(=O)N1CCN(C(C)=O)CC1
    -4.0 | 16.2 | 2.3
> COc1ccc(CNC(=O)C2CCN(S(=O)(=O)c3ccc4nc5c(c(C(=O)O)c4c3)CCCC5)CC2)cc1
    -5.5 | -10.7 | -6.8
> O=C(OCc1ccccc1)N1CCC2CC1c1cc(/C=C/CCCSc3ncccn3)ccc12 (stereo not drawn)
    12.0 | 18.6 | 3.3

# (list continues)
# Each structure is followed by: PfG6PD inh | SENP8 inh | SENP1 inh
> COC(=O)N(C)C[C@@H]1OCc2cnnn2CCCC(=O)N([C@H](C)CO)C[C@@H]1C
    3.0 | 25.2 | 2.7
> COc1ccc(NC(=O)CNCc2cccs2)c(OC)c1
    6.0 | 14.5 | 2.7
> C[C@@H]1CN([C@H](C)CO)C(=O)c2cc(Br)cnc2O[C@H]1CN(C)C(=O)c1ccccc1
    -12.3 | 0.2 | 0.4
> CCOc1ccc(S(=O)(=O)NCCC(=O)NNC(=O)c2ccc(F)cc2)cc1
    -25.4 | 9.7 | 2.9
> CCCCn1nc(C(=O)N(C)Cc2nc3ccccc3c(=O)[nH]2)c2ccccc2c1=O
    3.9 | 8.3 | -0.7
> CC1C(=O)N(Cc2cn(CCC3OCCCO3)nn2)CCS(=O)(=O)N1Cc1ccc(-c2ccncc2)cc1 (stereo not drawn)
    11.6 | -1.5 | -0.5
> CC(C)c1ccc(S(=O)(=O)NCCCN2CCOCC2)cc1
    -4.2 | 8.6 | 1.8
> C[C@@H]1CCCCO[C@@H](CN(C)Cc2ccncc2)[C@@H](C)CN([C@H](C)CO)C(=O)c2cc(NC(=O)c3ccccc3)ccc2O1
    22.4 | -0.1 | -1.6
> COCCNC(=O)C[C@H]1C[C@H]2c3cc(NS(=O)(=O)c4ccc(F)cc4)ccc3O[C@H]2[C@H](CO)O1
    -3.5 | 9.2 | -0.9
> CC1C(c2ccccc2)=Nn2c(=O)n(-c3ccccc3)c(=O)n21 (stereo not drawn)
    5.0 | -468.4 | 2.9
> Cc1onc(-c2ccccc2)c1C(=O)OCC(=O)Nc1ccccc1Cl
    -0.2 | 25.0 | 2.1
> NCC1C2CCC(O2)C1CO (stereo not drawn)
    9.2 | 16.9 | 3.0
> O=C(COC(=O)CSc1ccccc1)NC1CCS(=O)(=O)C1 (stereo not drawn)
    -15.6 | 6.1 | 3.3
> CCC1=C(Nc2ccccc2)COC1=O
    2.6 | 9.3 | 3.7
> O=C(NCC(c1cccs1)N1CCOCC1)c1cc(F)cc(F)c1 (stereo not drawn)
    -8.2 | 9.7 | -4.0
> CNC(=O)C[C@H]1C(=O)N(Cc2ccccc2)C[C@@H]1C
    -6.6 | 2.0 | 0.5
> C[C@@H]1CN([C@@H](C)CO)C(=O)c2cc(N(C)C)ccc2O[C@@H](C)CCCCO[C@@H]1CN(C)Cc1ccc2c(c1)OCO2
    11.6 | -219.2 | 3.3
> CC1(C)N=C(N)N=C(N)N1c1ccc(OCC(=O)Nc2ccccc2)c(Cl)c1
    6.5 | 23.2 | 1.8
> COc1cc(Br)cc(C(=O)N2CCc3ccccc32)c1OC
    14.8 | 6.8 | -0.8
> C[C@H](CO)N1C[C@H](C)[C@H](CN(C)C(=O)NC2CCCCC2)Oc2cc(-c3cccnc3)ccc2S1(=O)=O
    8.3 | 17.0 | 2.0

# Record cards, from the list above. Values in the order: PfG6PD inh | SENP8 inh | SENP1 inh
# Shown for C[C@@H]1CCCCO[C@@H](CN(C)Cc2ccncc2)[C@@H](C)CN([C@H](C)CO)C(=O)c2cc(NC(=O)c3ccccc3)ccc2O1 : 22.4 | -0.1 | -1.6
# Shown for C[C@@H]1CN([C@H](C)CO)C(=O)c2cc(Br)cnc2O[C@H]1CN(C)C(=O)c1ccccc1 : -12.3 | 0.2 | 0.4
# Shown for O=C(NCC(c1cccs1)N1CCOCC1)c1cc(F)cc(F)c1 (stereo not drawn) : -8.2 | 9.7 | -4.0
# Shown for COC(=O)N(C)C[C@@H]1OCc2cnnn2CCCC(=O)N([C@H](C)CO)C[C@@H]1C : 3.0 | 25.2 | 2.7

# (more compounds)
# Each structure is followed by: PfG6PD inh | SENP8 inh | SENP1 inh
> COCCn1c(SCC(=O)N2CCCC2)nc2c(c1=O)SCC2
    1.0 | 7.9 | 0.1
> CN(c1ccccc1)S(=O)(=O)c1cc(C(=O)NCc2ccco2)ccc1Cl
    10.4 | 7.0 | 0.0
> CCOc1ccccc1NC(=O)CCNC(=O)N1CC(=O)Nc2ccccc21
    1.5 | 5.9 | 2.1
> CC(CO)NS(=O)(=O)c1cccc(Cl)c1F (stereo not drawn)
    15.8 | -1.4 | 2.3
> CCOc1ccc(/C(O)=C2\C(=O)C(=O)N(c3ccccn3)C2c2ccccc2F)c(C)c1 (stereo not drawn)
    -23.2 | -5.7 | 13.5
> Nc1ccccc1SC(CC(=O)c1ccccc1)c1cccc([N+](=O)[O-])c1 (stereo not drawn)
    70.3* | 7.0 | 2.7
> COc1ccc(CC(=O)Nc2ccc(S(=O)(=O)Nc3cc(C)nc(C)n3)cc2)cc1OC
    -18.5 | 5.2 | 1.9
> Cc1cc(C(=O)NNC(C)Cc2ccccc2)no1 (stereo not drawn)
    -5.8 | 15.4 | 3.2
> Cc1cc(NC(=O)COC(=O)COc2ccc(Cl)c(C)c2)no1
    -4.3 | 10.4 | 6.6
> Nc1ccc2c(c1)C1(CCC2)NC(=O)NC1=O (stereo not drawn)
    -12.5 | -55.9 | -2.8
> CCCCCC(=O)N1C[C@H](O)[C@@H](n2cc(C3CC3)nn2)C[C@@H]1c1ccc(Cl)cc1
    9.3 | 2.5 | -0.1
> C[C@H]1CN([C@@H](C)CO)C(=O)c2cc(C#Cc3cccnc3)cnc2O[C@H]1CN(C)Cc1ccc(F)cc1
    45.9 | -28.9 | -5.2
> C=CCn1c(SCC(=O)N2CCN(C(=O)OCC)CC2)nc2c([nH]c3ccccc32)c1=O
    1.9 | -25.8 | 1.6
> COc1ccc(CNC(=O)OC23CN(C(=O)OC(C)C)N(C(=O)OC(C)C)CC2(O)CN(S(=O)(=O)c2ccc(C)cc2)C3)cc1OC (stereo not drawn)
    17.6 | 11.4 | 1.5
> CCn1c(C)cc(C(=O)COC(=O)CNC(=O)c2ccco2)c1C
    7.7 | -8.5 | 0.6
> O=C(c1ccc2c(c1)CCC2)N1CCN(Cc2ccccc2)CC1
    -4.2 | 10.1 | -2.4
> CCOc1ccc(CCNC(=O)COC(=O)c2ccc(C)c(S(=O)(=O)N3CCOCC3)c2)cc1OCC
    -14.4 | 8.4 | 1.9
> COc1ccc(C(=O)COC(=O)c2cc(=O)c3ccccc3o2)c(OC)c1
    -8.3 | 4.4 | -0.6
> O=C(Nc1cc(S(=O)(=O)N2CCOCC2)ccc1OCC(F)(F)F)C1CCCC1
    -21.3 | 6.6 | 2.4
> Cc1ccc(N(CC(=O)N2CCCCCC2)S(C)(=O)=O)c(C)c1
    -5.5 | 30.2 | 1.5

# Part of the list above, with tabs:
molecule	PfG6PD inh	SENP8 inh	SENP1 inh
CCOc1ccccc1NC(=O)CCNC(=O)N1CC(=O)Nc2ccccc21	1.5	5.9	2.1
CC(CO)NS(=O)(=O)c1cccc(Cl)c1F (stereo not drawn)	15.8	-1.4	2.3
Nc1ccccc1SC(CC(=O)c1ccccc1)c1cccc([N+](=O)[O-])c1 (stereo not drawn)	70.3*	7.0	2.7
Cc1ccc(N(CC(=O)N2CCCCCC2)S(C)(=O)=O)c(C)c1	-5.5	30.2	1.5
Nc1ccc2c(c1)C1(CCC2)NC(=O)NC1=O (stereo not drawn)	-12.5	-55.9	-2.8
Cc1cc(C(=O)NNC(C)Cc2ccccc2)no1 (stereo not drawn)	-5.8	15.4	3.2

# Continuation:
# Each structure is followed by: PfG6PD inh | SENP8 inh | SENP1 inh
> O=C1C(=Cc2ccncc2)CCCc2ccccc21
    0.2 | 4.9 | 0.5
> C[C@@H]1CN([C@@H](C)CO)C(=O)CCCn2nncc2CO[C@H]1CN(C)S(=O)(=O)c1ccc(-n2cccn2)cc1
    -5.1 | 0.9 | 0.0
> COCCn1c(=S)[nH]c2cc(C(=O)NC3CCCC(C)C3C)ccc2c1=O (stereo not drawn)
    4.7 | 11.8 | 2.2
> CCN(CC1CCCO1)C(=O)CCc1nnc(CCc2ccccc2)o1 (stereo not drawn)
    -1.5 | 12.0 | 2.4
> O=C(COc1ccc([N+](=O)[O-])cc1)NNC(=O)C1COc2ccccc2O1 (stereo not drawn)
    -15.0 | 23.5 | 1.9
> O=S(=O)(NC1CCN(Cc2ccccc2)CC1)c1ccc(F)c(F)c1
    5.2 | -3.2 | 0.7
> CCc1ccc(/C=C2\SC(=S)N(CCCC(=O)Nc3cc(C)on3)C2=O)cc1
    -10.6 | 13.8 | 0.0
> O=C(CNc1cccc(S(=O)(=O)N2CCCCC2)c1)Nc1ccc(C(F)(F)F)cc1
    27.1 | -1.8 | 1.3
> C[C@H](CO)N1C[C@H](C)[C@H](CN(C)S(C)(=O)=O)OCc2cnnn2CCCC1=O
    14.2 | -1.0 | 1.8
> CCc1cccc(NC(=O)COC(=O)CSc2ccc(C)cc2)c1
    2.2 | 11.2 | 4.7
> CCCCN(CCCNC(=O)c1ccc2c(c1)NC(=O)CN2C)c1ccccc1
    22.9 | -28.7 | -80.1
> Cc1ccc([C@@H]2CC(=O)[C@@H]3CN(S(=O)(=O)c4ccc(C)cc4)[C@H](c4cccc(Cl)c4)C[C@@H]3N2S(=O)(=O)c2ccc(Cl)cc2)cc1
    6.0 | 1.2 | 1.3
> COc1ccc(-c2ccc(CN3C(CC(C)C)C(=O)N(Cc4cn(CC5CCCCC5)nn4)CCS3(=O)=O)cc2)cc1 (stereo not drawn)
    22.3 | 1.5 | 1.6
> CC1=CC(C)(C(Cl)(Cl)Cl)C(C)=CC1=NO (stereo not drawn)
    9.4 | 11.1 | 4.6
> CCCc1c(C(=O)N/N=C(\C)c2ccccc2O)nnn1-c1nonc1N
    -20.2 | -4.1 | -33.9
> C[C@H](CO)N1C[C@H](C)[C@@H](CN(C)S(=O)(=O)c2ccc3ccccc3c2)OCc2cnnn2CCCC1=O
    -15.0 | -1.9 | -2.8

# Filtered by structure, the compounds so far containing a thiophene ring, fused or not
# Each structure is followed by: PfG6PD inh | SENP8 inh | SENP1 inh
> COc1ccc(NC(=O)CNCc2cccs2)c(OC)c1
    6.0 | 14.5 | 2.7
> O=C(NCC(c1cccs1)N1CCOCC1)c1cc(F)cc(F)c1 (stereo not drawn)
    -8.2 | 9.7 | -4.0
